Bioassay records from PubChem BioAssay.
FECH block: inhibitors of human ferrochelatase, primary screen, biochemical, purified FECH, Ni-mesoporphyrin absorbance | calls only at 10 µM (by protocol) | Ferrochelatase, mitochondrial (Homo sapiens), P22830 | Ni-mesoporphyrin absorbance 550 nm | actives 3.3% (n = 20,000);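 active = enzyme reaction rate more than 3 SD below the solvent-only control wells on the same plate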;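 note: lower slope than DMSO wells means FECH inhibition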
Target sequence (P22830 whole entry, looked up): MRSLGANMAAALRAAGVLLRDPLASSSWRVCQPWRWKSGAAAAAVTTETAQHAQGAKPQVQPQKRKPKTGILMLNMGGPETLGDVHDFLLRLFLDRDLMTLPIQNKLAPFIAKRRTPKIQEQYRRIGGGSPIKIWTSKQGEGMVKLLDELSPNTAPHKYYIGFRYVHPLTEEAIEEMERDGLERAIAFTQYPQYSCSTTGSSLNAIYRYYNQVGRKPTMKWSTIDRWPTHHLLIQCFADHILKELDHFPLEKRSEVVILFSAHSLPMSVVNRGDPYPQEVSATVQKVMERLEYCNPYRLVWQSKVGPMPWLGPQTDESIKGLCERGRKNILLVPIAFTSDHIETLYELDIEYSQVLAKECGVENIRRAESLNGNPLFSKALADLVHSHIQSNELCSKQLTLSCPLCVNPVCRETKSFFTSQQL
Calls only; i = inactive; + = active, no number. This is a subset; the hit share may differ from the screen's.

FECH block | smiles
i | O=C(c1cc(CN2CCOCC2)on1)N1CCCCC1CCc1cccs1 (stereo not given)
i | CCOc1c(Nc2ccccc2F)c(=O)c1=O
i | CCc1cc(C(=O)N2CCc3c(nc(-c4ccncc4)nc3N(C)C)C2)on1
i | Cc1cnccc1N1CCCN(c2nc(N(C)C)nc3c2CCNC3)CC1
i | O=C(NCc1cccnc1)C1CCN(c2ccc(-c3cccs3)nn2)CC1
i | CC(C)c1cc(N2CCN(c3ccccc3)CC2)n2nc(-c3cccnc3)nc2n1
i | COc1ccc(Cl)cc1Nc1cc(C)nc2nc(-c3cccnc3)nn12
i | O=C(CNCc1ccccc1)N1CCOC(C(F)(F)F)C1 (stereo not given)
i | Cc1ccc(CNC(=O)CN2C(=O)CN(C)C(=O)c3ccccc32)o1
i | CN(Cc1cnc(N2CCOCC2)nc1)Cc1cccc2ncccc12
i | c1ccc(-c2nccn2CC2OCCc3ccccc32)nc1 (stereo not given)
i | Cc1cccc(SC2CCN(c3cc(CCN)nc(C)n3)CC2)c1
+ | COc1ccc(CNc2nc3nc(CN4CCN(c5ccccc5OC)CC4)cc(=O)n3[nH]2)cc1
i | CCCN(CCO)C(=O)CC1C(=O)NCCN1C(C)C (stereo not given)
i | Cc1cc(C(=O)N(C)C2Cc3ccccc3C2)nc(C)n1
i | Cc1cc2c(c(-c3ccc4c(cnn4C)c3)c1)OC(CN)C2 (stereo not given)
i | Cc1ccc(S(=O)(=O)Nc2cnc(N3CCOCC3)c(C(=O)O)c2)cc1C
i | Cc1cc(N(C)C)nc(Nc2ccc(NC(=O)c3cccc(C(F)(F)F)c3)cc2)n1
i | COc1ccc2cc(CN3CCN(S(=O)(=O)N(C)C)CC3)c(=O)[nH]c2c1
i | CCc1ccc(S(=O)(=O)N2CCN(c3nc(C)cc(Nc4ccc(OC)cc4)n3)CC2)cc1
i | COc1ccc(OC)c(CNC(=O)CCn2cnc3onc(-c4cc(F)cc(F)c4)c3c2=O)c1
i | C=CCN(Cc1ccccn1)C(=O)CCn1c(C)cc(C)nc1=O
i | CC(=O)c1ccc(N2CCN(S(=O)(=O)c3ccc4c(c3)NC(=O)CC(=O)N4)CC2)cc1
i | CC(Cn1cccn1)Nc1nccc(CCC(F)(F)F)n1 (stereo not given)
i | CC(C)Cn1c(CNS(=O)(=O)c2cccc3nsnc23)nc2cccnc21
i | OCCn1c(-c2cccc3[nH]ccc23)nc2ccccc21
i | CCCCN1C(=O)CSc2c(c(C)nn2-c2ccccc2)C1C(=O)NC1CCCC1 (stereo not given)
i | CCc1cc(Sc2ccccc2NC(=O)c2ccc(Cl)cc2)n2ncnc2n1
i | CCOC(=O)Cn1c(=O)c2cnc(-c3ccc(OC)cc3)nc2n(CC)c1=O
i | CN(C(=O)C1CCCN(c2ncnc3c2nc2n3CCCCC2)C1)c1ccccc1F (stereo not given)
i | Cc1cc(NC(=O)CCC2CCCC2)n(-c2ncnc3c2cnn3-c2ccc(Cl)cc2)n1
i | c1cc(CN2CC(c3ccncc3)C2)cc(-n2cccn2)c1
i | Cc1ccc(CN2CCN(CC(=O)Nc3cc(C)cc(C)c3)S2(=O)=O)cc1
i | Cc1ccc(Cn2c(CCNC(=O)Nc3cccc(Br)c3)nc3cccnc32)cc1
i | Cc1cccc(C(NC(=O)C(=O)Nc2cc(C)on2)c2cccs2)c1 (stereo not given)
i | CCOC(=O)c1ccc(NC(=O)CN2C(=O)C(CC)=C(c3ccc(OC)cc3)S2(=O)=O)cc1
i | CCOc1ccccc1CN1C(=O)c2cc3ccsc3n2CC1(C)C(=O)NCCOC (stereo not given)
i | CCn1c(C2CCN(C(=O)C3(C)CCCO3)CC2)n[nH]c1=O (stereo not given)
i | CCc1oc(C(=O)N2CC=CC2CC)cc1CN1CCCC1 (stereo not given)
i | COc1ncc(CN(C)C(C)c2cccnc2)cn1 (stereo not given)
i | CCc1nc(SCC(=O)N2CCn3cccc3C2CC)n[nH]1 (stereo not given)
i | CN1CC(n2cnc(-c3ccccc3)c2-c2ccccc2C(=O)O)CCC1=O (stereo not given)
i | Cn1nc(CN2CCC3(CC2)CNC(=O)C3)c2c(Cl)cccc21
i | Cc1nc(C(N)=O)c2c(n1)n(-c1ccc(C)c(C)c1)c(=O)n2C
i | CO[C@H]1CN(C(C)C)C[C@@H]1Nc1nc(-c2ccccc2)nc2c1CCNC2
+ | Cc1ccc(CN2CCCN(CC(=O)Nc3c(C)cc(C)cc3C)S2(=O)=O)cc1
i | CC1(C)Cc2cc(C3CC(=O)NCc4nc5ccccn5c43)ccc2O1 (stereo not given)
i | CCc1c(C)nn(CCNC(=O)c2cc(C)nc3c(C)cccc23)c1C
i | CCCCNC(=O)c1ccc(Cn2c(=O)c3cc(OC)c(OC)cc3n(CC(=O)NCCC)c2=O)cc1
i | Cn1c(=O)n(CC(=O)Nc2ccccc2Cl)c(=O)c2cnc(-c3ccccc3)nc21

Additional compounds
FECH block | smiles
i | CC(C)c1nccn1CCCNC(=O)c1ccc(N2C[C@H]3CNC[C@H]3C2)nc1
i | O=C(O)C1CC(=O)N(Cc2csc(Cc3ccccc3)n2)C1 (stereo not given)
i | O=S(=O)(c1ccc2c(c1)CCCC2)N1CCN(Cc2nc3cccnc3n2-c2ccccc2)CC1
i | CCc1nc2nc(C)[nH]n2c(=O)c1NC(=O)Nc1ccc(F)cc1F
i | O=C(CC(c1ccccc1)c1ccc(F)cc1)NCc1ncn[nH]1 (stereo not given)
i | COc1ccc(N2C(=O)CCS2(=O)=O)cc1S(=O)(=O)Nc1cccc(Cl)c1C
i | COc1cc2c(c(OC)c1)C(CCc1ccccc1)CC(=O)N2 (stereo not given)
i | CCN(Cc1c(C)nn(CC)c1C)Cc1cccc2nsnc12
i | CC(=O)Nc1c2n(c3ccccc13)CC(C)(C(=O)NCCC(C)C)N(Cc1ccc(Cl)cc1)C2=O (stereo not given)
i | O=C(c1nccc2ccccc12)N1CCN(CC2CCCC2)CC1
i | Cc1nnsc1CN(C)C(=O)c1ccccc1NCC(=O)O
i | CCOc1ccc(Nc2nc(NCCC(C)C)nc3c2cnn3-c2ccccc2)cc1
i | Cc1cc(C)n(Cc2cc(C(=O)N3CCCC3CCc3ccccc3)n[nH]2)n1 (stereo not given)
i | Cc1noc(C)c1CCn1c(=O)c2cnc(-c3cccs3)nc2n(C)c1=O
i | CN1CCN2CCN(C(=O)c3cccc(N4CCNC4=O)c3)CC2C1=O (stereo not given)
i | Cc1cc(C)n(CCNC(=O)c2cccc3ccnn23)c(=O)n1
i | Cc1ccc(C2=CC(c3ccc(F)cc3)n3nc(NC(=O)c4ccc(Cl)cc4)nc3N2)cc1 (stereo not given)
i | CCOc1ccccc1NC(=O)CSCc1nc(-c2ccccc2)no1
i | CCCCC1C=CCN1C(=O)C1CCN(Cc2ccco2)CC1 (stereo not given)
i | CCCc1nc(C(=O)NCc2noc(-c3ccco3)n2)cs1
i | O=C1CN(C(=O)c2coc(CN3CCN(Cc4ccccc4)CC3)n2)CCCN1
i | Cc1ccc(O)c(CN2CCN(Cc3ccco3)C(CCO)C2)n1 (stereo not given)
i | Cc1c(NC(=O)c2ccccc2-n2cncn2)cccc1C(=O)NC(C)(C)C
+ | Cc1cc(C)n2nc(CN(c3ccc(Cl)cc3)S(=O)(=O)c3ccccc3)nc2n1
i | Cc1cc(C)nc(SC(C)c2n[nH]c(Cc3ccccc3)n2)n1 (stereo not given)
i | CN1C[C@@H](N)C[C@H]1C(=O)NCCSc1cn[nH]n1
i | Cc1cc(C)n(-c2cc(NC3CCCCCC3)ncn2)n1
i | COC(=O)c1cc2n(n1)CCN(Cc1cnn(-c3ccccc3)c1C)C2
i | NC(=O)C1CCN(S(=O)(=O)c2ccc(N3C(=O)CCS3(=O)=O)cc2)CC1
i | Cc1cc(C)c(CN(Cc2cnn(C)c2)CC(C)C)c(C)c1CO
i | CCCNC(=O)NCC1CCCN(Cc2ccco2)C1 (stereo not given)
i | CCn1ncc(C(=O)NC2CC(C)(C)Oc3cc(OC)ccc32)c1C (stereo not given)
i | CCc1nc(C)c(C(=O)N2CC[C@@H](c3sccc3C)[C@H](O)C2)o1
i | CCn1c(C2CCN(C(=O)CN3CCOc4ccccc4C3)CC2)n[nH]c1=O
i | CC1CCN(C(=O)CSCc2nc(-c3ccc(Cl)cc3)no2)CC1
i | NCc1cccc(/C=C/c2ccccc2)c1
i | CCc1c(C)nc2ncnn2c1Sc1ccc(NS(=O)(=O)c2c(C)noc2C)cc1
i | CCc1nc(C)cc(N(C)Cc2cc(-c3cccnc3)no2)n1
i | Cc1cccc(-c2c(-c3ccccc3)ncn2CCN2CCOC2=O)c1C
i | CCc1ccc2c(c1)-c1ccccc1S(=O)(=O)N2CC(=O)Nc1ccccc1C(=O)N1CCCC1
i | COc1ccc(-c2cc(C(=O)Nc3ccc(F)cc3C)[nH]n2)cc1S(N)(=O)=O
i | C/C=C/CN1CC=C(C(CC)NC(=O)COC)CC1 (stereo not given)
i | Clc1cccnc1NCc1cccnc1-n1cnc2ccccc21
i | CCC(C(=O)OC)N1CCOc2c(O)cc(-c3ccc(C)s3)cc2C1 (stereo not given)
i | Cn1cc(CN(Cc2cc3cc4c(cc3[nH]c2=O)OCO4)C2CC2)cn1
i | CCCCC(c1cccnc1)N(C)C(=O)c1cc(=O)n(C)c(=O)n1C (stereo not given)
i | Cc1ccc(-c2ccnc(NCc3cc(=O)[nH]cn3)n2)c(C)n1
i | CC(C)OCCCNC(=O)C1CCN(c2ccc(-c3cccs3)nn2)CC1
i | O=C(CCC(=O)N1CCc2cc(S(=O)(=O)NCc3ccc(F)cc3)ccc21)N1CCOCC1
i | COCCn1c(CNC(=O)c2ccccc2Cl)nc2cccnc21

Next compounds follow.
FECH block | smiles
i | CCCn1c(CNS(=O)(=O)c2ccc(NC(C)=O)cc2)nc2cccnc21
i | COCc1nc2cccnc2n1C1CCN(S(=O)(=O)c2cc(C)ccc2C)CC1
i | Cc1ccccc1C1(O)CCN(Cc2nc(-c3ccco3)no2)C1 (stereo not given)
i | O=C(CC1CCN(S(=O)(=O)c2ccccc2)CC1)NCCCN1CCCCC1
i | Cc1ccc(-n2c(CN3CCN(S(=O)(=O)c4ccc(C)c(C)c4)CC3)nc3cccnc32)cc1
i | CCN(C(=O)CSCc1nc(-c2ccccc2)no1)c1ccccc1
i | COc1ccc2[nH]c(CNC(C)CC(C)(C)OC)cc2c1 (stereo not given)
i | COCCNC(=O)C1=C(C)C(=O)OC12CCN(S(C)(=O)=O)CC2
i | O=C(Nc1ccccc1)c1cc2n(n1)CCCN(C(=O)[C@H]1C[C@@H]3C=C[C@H]1C3)C2
i | CCOc1c(Nc2cccc(Cl)c2C)c(=O)c1=O
i | O=C(O)C1CN(S(=O)(=O)c2cccc(Oc3ccccc3)c2)CCN1 (stereo not given)
i | CCCC(=O)Nc1ccc(Nc2nc(C)cc(N(C)C)n2)cc1
i | CNc1nc(C(=O)N2CCC(Cc3cccc(C(=O)O)c3)CC2)cs1
i | O=C(NC1CC1)C1CCCN(C2CCN(C(=O)c3ccc4[nH]ccc4c3)CC2)C1 (stereo not given)
i | COc1ccc(CN(C)Cc2ncc[nH]2)c2cccnc12
i | O=c1[nH]cccc1-c1csc2ccccc12
i | COc1ccc(NC(=O)COc2cc(C)nc(-c3ccc(C)cc3)n2)cc1OC
i | CCn1c(=O)n(CCCN(C)C)c(=O)c2cnc(-c3ccc(OC)cc3)nc21
i | O=C(O)c1c(S(=O)(=O)NCCC2=CCCCC2)sc2c1CCNC2
i | CN(Cc1nc2ccccc2s1)C(=O)c1cccc(Cn2cccn2)c1
i | CCc1[nH]c2ccc(CNC(=O)c3cccnc3N3CCOCC3)cc2c1C
i | O=C(NCCN1CCCC1)C1CCN(c2ccc(-c3cccs3)nn2)CC1
i | c1ccc(-c2n[nH]c(C3CC3)n2)c(-c2nn[nH]n2)c1
i | Clc1cccc(Nc2nc(N3CCC(Cc4ccccc4)CC3)nc3c2cnn3-c2ccccc2)c1
i | O=C(c1cc2n(n1)CCCN(C1CCOCC1)C2)N1CCCC1
i | CCOCCCNC(=O)C1CCN(c2ccc(-c3cccc(C)c3)nn2)CC1
i | NC(=O)c1ccc(NC(=O)c2ccc(=O)n(Cc3ccc(Cl)cc3)c2)cc1
i | CCC/C=C/c1ncccc1C(=O)N1CCCC1
i | CN1CCN2C[C@@H](NC(=O)CCc3ccc4c(c3)OCO4)C[C@H]2C1
